# KKLEB tox = cytotoxicity in KKLEB CF airway cells, primary screen, cytotoxicity control for CF NF-kB inhibitor project, cell-based, uHTS, fluorescence assay plates | KKLEB CF airway cells viability, ATPlite luminescence, overnight; active compounds read low; cells stimulated with P. aeruginosa culture filtrate | activity change (cytotoxicity), % at 5 µM | 360,000 compounds, 0.36% hits | AID 602141, 2011;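 active = corrected activity change at or below -50% at 5 µM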
# TRAIL sens C8 = viability loss with TRAIL in NB7+C8 cells, primary screen, TRAIL sensitizer project, cell-based, ATPlite luminescence. inhibition (viability loss, TRAIL sensitization), % at 10 µM. 360,000 compounds, 1% hits. AID 624354, 2012;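 active = compounds causing at least 50% loss of cell viability in the single-dose screen, relative to plate controls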
# HIF-2a block = HIF-2a reporter inhibitors, primary screen, luminescence, 786-0 RCC cells; 786-0 RCC cells HIF-2a reporter, luciferase luminescence, overnight; inhibition, % at 18.8 µM; 360,000 compounds, 0.72% hits; AID 624352, 2012;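 active = inhibition of the luminescence signal of 40% or more relative to plate controls, in a single-dose primary screen at 18.75 µM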
# Peg3 prom inh = Peg3 promoter-driven luciferase inhibitors, primary screen, cell-based, HeLa, luciferase luminescence; 360,000 compounds, 1.7% hits; inhibition, % at 20 µM; AID 588405, 2011; HeLa PEG-Prom luciferase reporter, overnight;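 active = inhibition of at least 50% at 20 µM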
# NR2E3 ag-1 = NR2E3 agonists in two-hybrid cells, primary screen, cell-based, luminescence, CHO-S, Gal4-NCOR/VP16-NR2E3. Photoreceptor-specific nuclear receptor (Homo sapiens), Q9Y5X4. luciferase. inhibition of corepressor binding, % at 3.98 µM. 360,000 compounds, 0.35% hits. AID 602229, 2012;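 active = inhibition above the mean of all tested compounds plus 3 SD, cut at about 70% in these data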;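 also: 0% = DMSO with NR2E3 transfected cells and 100% = cells lacking NR2E3 construct; higher means lower luciferase signal from less NR2E3 corepressor binding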
# Target sequence (Q9Y5X4 whole entry, looked up, the tested form may be a part): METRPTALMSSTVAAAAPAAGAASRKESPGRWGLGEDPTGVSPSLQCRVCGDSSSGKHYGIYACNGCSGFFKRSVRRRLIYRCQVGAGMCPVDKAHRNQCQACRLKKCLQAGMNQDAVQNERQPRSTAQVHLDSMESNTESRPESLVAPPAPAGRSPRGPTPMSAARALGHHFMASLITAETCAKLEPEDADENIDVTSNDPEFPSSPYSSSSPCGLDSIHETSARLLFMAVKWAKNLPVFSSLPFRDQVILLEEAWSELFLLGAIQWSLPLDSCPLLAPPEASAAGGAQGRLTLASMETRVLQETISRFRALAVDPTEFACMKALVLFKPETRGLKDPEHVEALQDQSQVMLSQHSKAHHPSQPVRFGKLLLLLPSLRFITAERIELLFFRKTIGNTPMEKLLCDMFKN
# TWEAK-Fn14 inh = inhibitors of TWEAK-Fn14 signaling, primary screen, luciferase reporter cells, uHTS. TWEAK-stimulated Fn14 reporter cells, luciferase luminescence, 8 h. inhibition, % at 10 µM. 360,000 compounds, 2% hits; in the data active = inhibition above about 50%
# MITF TRPM1 inh = inhibitors of MITF-dependent TRPM1 promoter reporter, primary screen, cell-based, SK-MEL-5, single point, luciferase; SK-MEL-5 TRPM1 promoter luciferase, 24 h; inhibition, % at 12.5 µM; 330,000 compounds, 0.83% hits;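 active = mean inhibition across replicates of 60% or more, whatever share of single replicates reaches that level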; also: values of inactives mirror those of a sister screen read the other way
# TROY NFkB inh = inhibitors of TROY-driven NF-kB signaling, primary screen, Q293 LMP1-TROYcd cells, NF-kB luciferase, uHTS; Q293 LMP1-TROYcd NF-kB luciferase reporter, 4 h; inhibition, % at 10 µM; 360,000 compounds, 0.98% hits; AID 1347056, 2019;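 active = compounds whose plate-normalised and pattern-corrected inhibition of the luciferase reporter signal at the single screening dose is 50% or more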
# Shn3 3UTR inh = reduction of Shn3 3'UTR firefly luciferase signal, primary screen, Schnurri-3 inhibitor project, cell-based, Clone20 osteoblasts, set 2; Clone20 osteoblast Shn3 3'UTR firefly luciferase, 24 h; inhibition, % at 12.5 µM; 360,000 compounds, 0.52% hits; AID 588674, 2011;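 active = mean inhibition of at least 75% with every replicate also reaching 75%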;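 also: 0% = median of neutral control wells and 100% = pilot-screen positive control compound; some compounds past the cut are filed as inactive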
# NR2E3 ag-2 = inhibitors of NR2E3-RetCOR corepressor binding, primary screen, NR2E3 agonist project, biochemical, TR-FRET, GST-NR2E3, biotin-RetCOR; 320,000 compounds, 0.12% hits; inhibition of corepressor binding, % at 4.78 µM; 1536-well; AID 2300, 2010;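 active = percent inhibition above the cutoff of mean plus 3 SD of all tested compounds, set per screening campaign, cut at about 20% in these data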;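 also: 0% = DMSO wells and 100% = biotin wells as full block of FRET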
#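 System: GST-NR2E3 and biotin-RetCOR proteins; probe or stimulus: 7 nM biotin-RetCOR; doses: compound at 4.8 µM, single dose; schedule: Compound–protein incubation for 5 h at 4 °C; detection: time-resolved FRET; read-out: percent inhibition; controls: biotin wells as high control, 0.6% DMSO wells as low control; format: 1536-well plates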
# CF NFkB inh = inhibitors of PAF-induced NF-kB signaling, primary screen, cell-based, GFP fluorescence, uHTS; KKLEB NF-kB-GFP reporter, GFP fluorescence overnight; inhibition, % at 5 µM; 360,000 compounds, 0.86% hits; AID 588850, 2011;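 active = at least 50% inhibition at 5 µM, scaled per plate between neutral and stimulator controls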;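 also: PAF is a Pseudomonas aeruginosa culture filtrate used as stimulus; plate controls were PAF-stimulated DMSO wells for no effect and unstimulated DMSO wells for full effect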
# An asterisk follows results filed as active; nt = not tested or not shown. These rows are one share of the data; count on the stated rates, not on these rows.
SMILES,KKLEB tox,TRAIL sens C8,HIF-2a block,Peg3 prom inh,NR2E3 ag-1,TWEAK-Fn14 inh,MITF TRPM1 inh,TROY NFkB inh,Shn3 3UTR inh,NR2E3 ag-2,CF NFkB inh
CCc1nnc(NC(=O)C2COc3ccccc3O2)s1 (stereo not drawn),-26,-7,-95,-93,-47,43,-4,19,-36,-2,12
COc1ccc(CCNC(=O)c2ccncc2)cc1OC,-1,-4,5,9,-7,0,5,-3,18,3,-6
O=C(Nc1ccc(S(=O)(=O)C(F)F)cc1)c1cccc(S(=O)(=O)N2CCOCC2)c1,-7,-10,20,20,4,17,19,9,15,0,12
COc1ccc(Cn2c(SCc3ccccc3C)nc3cc(OC)c(OC)cc3c2=N)cc1,-31,86*,96*,102*,38,-5,84*,10,90*,1,-4
Cn1c(=O)c([N+](=O)[O-])c(NCc2ccccc2Cl)c2ccccc21,-8,0,6,2,-9,-3,1,19,-17,3,25
Cc1ccc2c(c1)C(=C(C#N)C#N)C(=O)N2CCN1CCOCC1,-13,-1,10,25,-70,37,17,16,-3,-3,16
CN1c2ccccc2N(C)C1(C)c1cccc2ccccc12,14,35,18,32,-27,3,29,13,10,-2,4
CN(C)C(=O)c1cccc(-c2cnc3c(NC=O)cc(-c4cc(F)c(F)c(F)c4)cn23)c1,-12,4,24,27,2,15,nt,4,2,nt,12
Cc1cccc(NC(=S)NNC(=O)c2ccccc2OC(F)F)c1,3,15,-50,-46,-18,8,16,-27,-5,2,-7
CN(C)c1ccc(C(=O)Nc2ccc(CN3CCS(=O)(=O)CC3)cc2)cc1,13,-6,-99,-81,-37,-17,-23,-32,-5,1,-32
Cc1ccccc1OCCCn1c(CO)nc2ccccc21,0,-12,-128,-73,-9,10,-5,-11,4,-1,-9
C[C@H](CO)N1C[C@H](C)[C@@H](CN(C)CC2CC2)Oc2c(NC(=O)Cc3ccccc3)cccc2C1=O,-2,8,3,17,-8,3,5,-14,14,nt,6
FC(F)(F)c1cccc(-c2nnc(-c3ccccc3)c(N3CCOCC3)n2)c1,-12,3,-4,12,30,-7,1,-21,11,3,-5
COC(=O)C1CCN(C(=O)c2ccc(NC(C)=O)cc2)CC1,8,2,2,8,-6,-1,7,-17,-55,-3,-7
Cc1cccc(-c2noc(CCCC(=O)NCC3CCCO3)n2)c1 (stereo not drawn),-4,-16,3,0,-26,17,1,0,-4,-1,-6
CC(=O)c1ccc(NC(=O)CSCCO)cc1,1,-7,-70,-49,-11,0,-25,8,-23,3,6
CC(C)n1c(SCC(=O)Nc2nc3ccccc3s2)nc2c1c(=O)n(C)c(=O)n2C,-14,11,6,29,3,-19,-4,35,nt,4,8
O=C(CNc1ccc(C(F)(F)F)cc1)Nc1cccc(S(=O)(=O)N2CCCC2)c1,-10,0,-10,2,-30,21,8,20,-3,1,-10
CCCn1c(NCc2ccc3c(c2)OCO3)nc2ccccc21,-18,0,-90,-52,-7,-32,-12,-29,5,-2,-8
C=CCSc1nnc(-c2nnc(SCC=C)n2CC)n1CC,-6,-6,22,20,12,-20,2,24,-1,3,1
O=C(NNS(=O)(=O)c1ccc(F)cc1)c1ccc2c(c1)OCO2,-9,6,-6,15,-13,14,-5,5,4,1,8
O=C(N/N=C/c1ccco1)c1cccc([N+](=O)[O-])c1,5,5,0,-1,9,14,2,-10,7,0,9
NC(=O)CC(NC(=O)c1ccccc1)c1ccc(NCCN2CCCCC2)c([N+](=O)[O-])c1 (stereo not drawn),1,-10,6,14,-9,3,-2,12,-43,0,18
O=C(CCN1c2ccccc2Sc2ccccc21)Nc1ccccc1,-5,1,2,6,-2,5,-12,3,1,-1,5
O=C(NC1CCSC1=O)c1ccc(Oc2cccc(C(F)(F)F)c2)nc1 (stereo not drawn),15,3,13,10,16,0,3,-9,38,1,5
# (listing goes on)
SMILES,KKLEB tox,TRAIL sens C8,HIF-2a block,Peg3 prom inh,NR2E3 ag-1,TWEAK-Fn14 inh,MITF TRPM1 inh,TROY NFkB inh,Shn3 3UTR inh,NR2E3 ag-2,CF NFkB inh
Cc1nc2cc(F)ccc2n1C1CCN(C(=O)c2ccc(F)cc2F)CC1,5,8,10,11,12,2,0,9,39,-2,10
CCN1CCN(c2nc3ccccc3nc2C(C#N)C(=O)OCc2ccccc2)CC1 (stereo not drawn),-7,8,1,-5,-5,-4,-3,-15,9,-1,-3
CC1CCCCN1S(=O)(=O)c1ccc(C(=O)Nc2sccc2C(N)=O)cc1 (stereo not drawn),-17,45,-287,-137,-63,5,-57,-27,-25,4,20
CCN(CC(=O)Nc1ccccc1C(F)(F)F)C(=O)CCS(=O)(=O)c1ccc(Cl)cc1,1,-3,-1,-3,-33,9,3,-4,-16,2,3
COc1ccc(S(=O)(=O)N(CC(=O)NCC2CCCO2)c2ccc(F)cc2)cc1OC (stereo not drawn),-8,9,25,4,5,-4,-1,8,-3,1,4
CCOc1ccccc1NC(=O)NCCc1c[nH]c2ccccc12,-10,-5,9,6,-16,0,0,0,-1,-1,6
CCCOc1cc(NCc2ccccc2)c2ncn(C(C)C)c2c1,6,7,-3,25,6,-7,-7,1,6,2,21
COc1c(Br)cc(Br)cc1/C=N/n1c(C)nnc1C,-2,-4,1,-8,-17,6,-5,-14,14,-3,-26
O=C(Nc1cccc2cccnc12)c1cccc(Cl)c1,-13,-6,-219,-169,-97,-17,-28,-75,-58,-2,-12
C=CCN(C(=O)CCC(=O)Nc1cc(C)on1)C(C(=O)NC1CCCC1)c1cccnc1 (stereo not drawn),-4,-5,3,0,16,-5,4,2,-3,2,-8
COc1ccc2nc(N3CCCC(C(=O)NCCc4ccc(OC)c(OC)c4)C3)sc2c1 (stereo not drawn),-3,15,-72,-61,-82,15,-30,-18,-43,5,-14
CCOC(=O)Cc1csc(NC(=O)/C=C/c2ccc(Br)o2)n1,6,27,-22,-35,-18,10,-16,-2,31,-2,6
Cc1cc(S(=O)(=O)Nc2cc(C)c(O)c(C)c2)c(C)s1,-2,3,2,18,14,-3,0,8,-20,4,14
CCOc1cc(C(=O)NCCCNC(=O)c2cc(OCC)c(OCC)c(OCC)c2)cc(OCC)c1OCC,7,13,7,16,-10,-32,-13,-34,15,3,3
O=C(Cc1ccccc1)N/N=C/c1cccn1-c1ccc([N+](=O)[O-])cc1,15,4,9,20,-19,13,2,-27,-7,-5,-13
COc1ccc(OC)c(S(=O)(=O)N2CCC(C(=O)NCCC3=CCCCC3)CC2)c1,2,-4,-12,4,2,-14,4,6,2,3,-8
COc1ccc(C2CC(c3cc(OC)ccc3OC)n3nnnc3N2)cc1 (stereo not drawn),-12,-8,19,-7,-6,-16,21,3,15,-1,6
Cc1ccc(SC(C)C(=O)NCCC2=CCCCC2)cc1 (stereo not drawn),3,-2,14,-1,12,-10,1,4,15,0,0
O=C(c1ccc(F)cc1)C1CCN(Cc2ccc(F)cc2)CC1,-6,-1,3,13,6,12,-2,24,26,1,-17
CCOC(=O)c1ccc(N2C(=O)CC(N(C)CCc3ccc(OC)c(OC)c3)C2=O)cc1 (stereo not drawn),-21,0,6,9,-23,-6,-1,22,7,2,3
O=C(NCC1CCCO1)c1nn2c(C(F)(F)F)cc(-c3cc(Br)cs3)nc2c1Br (stereo not drawn),-9,42,-8,17,-22,-7,14,5,-28,0,15
CN(c1ccc(OCC(=O)N2CCCCC2)cc1)S(=O)(=O)c1cccs1,14,14,1,8,13,-6,0,nt,11,2,-12
CSCc1ccc(C(=O)N2CCCC(Nc3ccc4c(c3)OCCO4)C2)o1 (stereo not drawn),-7,2,-20,-3,-6,4,-4,4,2,-2,-3
COc1ccc(NS(=O)(=O)c2cc(NC(=O)CC(=O)c3ccc([N+](=O)[O-])cc3)ccc2C)cc1,8,-11,-3,5,-2,11,2,-7,-3,0,-12
O=C(NCc1ccco1)c1cc2ccc(O)cc2oc1=O,18,10,-88,5,-9,17,-11,14,-38,5,-6
# The list continues.
SMILES,KKLEB tox,TRAIL sens C8,HIF-2a block,Peg3 prom inh,NR2E3 ag-1,TWEAK-Fn14 inh,MITF TRPM1 inh,TROY NFkB inh,Shn3 3UTR inh,NR2E3 ag-2,CF NFkB inh
O=C(CCCc1c[nH]c2ccccc12)NCc1ccc2c(c1)OCO2,0,-5,10,-1,-26,-11,-3,-3,-12,1,-1
Cc1ccc(-c2csc3ncn(CC#N)c(=O)c23)cc1,11,-2,9,17,-14,6,9,3,-2,-1,-4
COC1=CC(=O)C(O)=C(CCCCCCC/C=C/CCCCCCCC2=C(O)C(=O)C=C(OC)C2=O)C1=O,-19,-4,15,18,23,85*,7,61*,2,3,50
COC(=O)c1cccc(CN2C(=O)C(C)Oc3ccc(C)cc32)c1 (stereo not drawn),-16,-4,13,21,19,-1,nt,-2,14,nt,16
C[C@@H]1CCCCO[C@H](CN(C)Cc2ccccc2)[C@@H](C)CN([C@H](C)CO)C(=O)c2cc(NS(=O)(=O)c3ccc(Cl)cc3)ccc2O1,-15,11,-9,18,-17,5,nt,11,1,nt,1
COc1ccc(N(C(=O)Cn2nnc(-c3ccc(Cl)cc3)n2)C(C(=O)NCC2CCCO2)c2ccc(C)cc2)cc1 (stereo not drawn),-20,40,19,23,-12,-44,40,-34,10,-1,11
Cc1ccc(NC(=O)NCC(c2cccnc2)N2CCOCC2)cc1 (stereo not drawn),9,-14,-11,-2,-16,-10,-1,-4,6,-6,-1
CCOc1ccc(/C=N/OCC(=O)Nc2cc(S(=O)(=O)N3CCOCC3)ccc2OC)cc1,6,17,10,0,-9,-1,0,-6,5,5,0
COc1cccc(N2CCN(C(=O)c3ccc(CS(=O)Cc4ccc(Cl)cc4)o3)CC2)c1 (stereo not drawn),-2,6,14,-6,-6,-2,-4,-1,6,-2,-14
O=C(CNC(=O)c1cccc(Br)c1)N/N=C/c1cc(Br)cc(Br)c1O,1,-5,15,54*,-40,7,-4,-5,-19,3,16

# Screening data (PubChem)
